# EPAC2 ag: EPAC2 (human) agonism | Q8WZA2 | EPAC2 activation, biochemical qHTS; response scale: 100% = 6.5 mM cAMP response | Potency, µM (top dose mostly 154 µM), without a hit: top-dose activation, most hits filed as activators | 0.079% of 360,000 active | AID 720711; also: potency is read from the fitted curve at half-maximal effect; nearly all actives have a fitted effect of over 50% in size
# Target sequence (Q8WZA2 whole entry, looked up): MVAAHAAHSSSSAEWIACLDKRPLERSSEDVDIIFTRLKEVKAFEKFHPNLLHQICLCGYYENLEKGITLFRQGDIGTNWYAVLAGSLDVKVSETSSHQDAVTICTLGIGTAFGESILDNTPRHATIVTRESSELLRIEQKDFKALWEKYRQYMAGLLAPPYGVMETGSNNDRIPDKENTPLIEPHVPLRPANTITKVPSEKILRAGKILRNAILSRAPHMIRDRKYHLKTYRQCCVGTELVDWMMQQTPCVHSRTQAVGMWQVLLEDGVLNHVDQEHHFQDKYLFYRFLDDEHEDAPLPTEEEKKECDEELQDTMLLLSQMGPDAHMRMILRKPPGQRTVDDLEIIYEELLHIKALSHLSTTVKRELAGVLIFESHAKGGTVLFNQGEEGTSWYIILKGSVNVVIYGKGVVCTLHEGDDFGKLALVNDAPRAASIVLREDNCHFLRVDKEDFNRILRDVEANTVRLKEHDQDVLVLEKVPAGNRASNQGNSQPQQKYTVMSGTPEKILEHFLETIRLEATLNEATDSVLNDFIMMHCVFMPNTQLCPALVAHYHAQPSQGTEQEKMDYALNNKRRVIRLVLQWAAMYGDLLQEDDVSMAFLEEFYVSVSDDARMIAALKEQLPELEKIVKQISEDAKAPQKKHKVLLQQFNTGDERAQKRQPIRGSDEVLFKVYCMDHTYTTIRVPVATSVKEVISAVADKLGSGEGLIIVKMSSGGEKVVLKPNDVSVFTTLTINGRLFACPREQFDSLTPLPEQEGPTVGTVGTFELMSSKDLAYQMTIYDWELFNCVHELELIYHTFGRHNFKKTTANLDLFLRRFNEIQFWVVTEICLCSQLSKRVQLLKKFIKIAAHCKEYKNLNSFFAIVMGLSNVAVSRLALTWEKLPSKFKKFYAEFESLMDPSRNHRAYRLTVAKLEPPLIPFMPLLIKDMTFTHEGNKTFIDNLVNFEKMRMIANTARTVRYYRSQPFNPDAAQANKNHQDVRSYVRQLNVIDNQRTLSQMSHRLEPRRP
#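 In this primary screen, activation is scored as increased exchange of BODIPY-GDP from Rap1B by 100 nM EPAC2, with 50 uM GDP as competitor. Signal is normalized to the 6.5 mM cAMP agonist control.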
# PLK1 PBD block: inhibitors of human PLK1 polo-box domain binding; P53350; Plk1 PBD binding of FITC phosphopeptide, fluorescence polarization; AID 720504; 2.8% of 360,000 active; Potency, µM, for inactives: max response, negative = inhibition, usual class: inhibitors; also: potency is read from the fitted curve at half-maximal effect; series mostly up to about 57 µM; % is scaled to controls: 0 for no effect and ±100 for the full control effect; nearly all actives have a fitted effect of over 65% in size
# PI5P4Ka inh: PI5P4K alpha (human) kinase inhibition; P48426; PI5P4Kalpha enzyme, ADP-Glo luminescence, 60 min; hits give low values; max response, %; 1.2% of 330,000 active; AID 652105; active = max response of -50% or lower; inconclusive = between -30% and -50%; inactive = -30% or higher; also: value at the top dose of about 77 µM; % is scaled to controls: 0 for no effect and ±100 for the full control effect
#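 Enzyme plus substrate dispensed, test compounds pinned in, then ATP (5 microM final) added. After 60 min at RT, ADP-Glo reagent 1 for 45 min and reagent 2 for 30 min preceded luminescence imaging.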
# IL-2 act: activates IL-2 in a cell-based reporter assay; activation, % (series mostly up to about 46 µM); IL-2 activation reporter assay, cell-based qHTS; stimulated with anti-CD3/CD4/CD28 beads; in transgenic mouse T cells; 0.065% of 360,000 active; AID 652025; in the data active = activation above about 50%; inconclusive = mostly about 30% to 49%; also: 0% is about no effect
#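 Unstimulated transgenic mouse T cells; 60-min compound exposure; bead-based TCR/CD4/CD28 stimulation; 18 h culture, 37 degrees C; dual fluorescence (EGFP, DsRed) plate cytometry.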
# EPAC1 antagonist: antagonists of human EPAC1. 0.14% of 360,000 active. EPAC1 GEF assay, Rap1b-BODIPY-GDP exchange fluorescence. Potency, µM (doses to about 115 µM), inactives show top-dose activity change, negative = inhibition, hits mostly inhibitors. O95398. AID 720709;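 also: potency is read from the fitted curve at half-maximal effect; plate controls were vehicle for no effect and positive control for full effect; nearly all actives have a fitted effect of over 50% in size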
# WRN inhibitor: WRN helicase (human) inhibition | Q14191 | WRN helicase unwinding, fluorescent forked duplex, kinetic | 0.46% of 360,000 active | Potency, µM (doses to about 114 µM), inactives show at the top dose activity change, negative = inhibition, usual class: inhibitors; also: potency is read from the fitted curve at half-maximal effect; % is scaled to controls: 0 for no effect and ±100 for the full control effect; nearly all actives have a fitted effect of over 55% in size
#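 Enzyme (20 nM final) and test compound sit together 15 min at room temperature before substrate addition. Substrate is a single-forked duplex oligonucleotide (100 nM) labelled with fluorophore and quencher, with 2 mM ATP; helicase unwinding raises red fluorescence, read kinetically.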
# CCT chaperon mod: cytosolic chaperonin activity modulation; purified chaperonin ATPase assay, HTRF ADP detection, 30 min; activity change, % (test concentration not listed), hits read low; 0.3% of 360,000 active; in the data active = activity change below about -30%; also: % is scaled to controls: 0 for no effect and ±100 for the full control effect
#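 ATPase activity: ADP formed was measured by HTRF Transcreener (665/615 nm ratio) after 30 min at 37 deg C with 10 uM ATP. Compounds screened at one 76 uM concentration against 40 or 20 nM TRiC in Tris pH 7.4/KCl/MgCl2/DTT buffer.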
# EPAC1 ag: EPAC1 (human) agonism; Potency, µM (top dose mostly 154 µM), inactives show at the top dose activation, usual class: activators; 0.073% of 360,000 active; EPAC1 agonist qHTS, biochemical assay; response scale: 100% = response to 6.5 mM cAMP; AID 720707; O95398; also: potency is read from the fitted curve at half-maximal effect; nearly all actives have a fitted effect of over 60% in size
#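 Nucleotide exchange by EPAC1 (100 nM) on Rap1B–BODIPY-GDP (250 nM) in the presence of 50 uM GDP is tracked fluorescently at 480/540 nm over 30 min. Signals are normalized to a 6.5 mM cAMP control.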
# Active calls of the source: *; ? = inconclusive; · = not tested or not shown; [ ] = remark or other dose. Unless noted, calls follow the shape of the dose curve; as a rule, active = well fitted curve in the direction sought with a large enough effect; inconclusive = small, poorly fitted or top-dose-only effect, or another doubt; inactive = no such curve, though single readings can be large; an effect the other way counts as inactive or inconclusive. This is a subset. The share of hits here may be higher or lower than overall.
SMILES,EPAC2 ag,PLK1 PBD block,PI5P4Ka inh,IL-2 act,EPAC1 antagonist,WRN inhibitor,CCT chaperon mod,EPAC1 ag
CCSc1nnc(NC(=O)CCc2ccc(OC)cc2)s1,2%,-3%,-1,2.0,-15%,-7%,-2.5,9%
CCCCN1CC[C@H]2C=CC[C@@H](C(=O)N3CCOCC3)[C@H]2C1=O,10%,-6%,-1,-0.4,0%,0%,0.8,0%
COc1ccc(N(CC(=O)Nc2cccc(C(C)=O)c2)S(C)(=O)=O)cc1OC,?,-8%,5,0.3,19%,-7%,2.8,2%
CCOC(=O)C1=C(c2ccccc2)NC(=O)NC1c1ccc(OC)c(OC)c1 (centres undefined),1%,0%,-5,0.3,4%,9%,-0.3,0%
O=C(NCCCN1CCc2ccccc2C1)C1CCN(S(=O)(=O)N2CCCC2)CC1,4%,-5%,·,1.1,16%,-2%,-0.8,-3%
Cc1cccc(-n2cc(CN(C)Cc3nccn3C)c(-c3cccc(F)c3)n2)c1,23%,-12%,10,-0.8,-15%,-5%,1.1,-7%
CSc1nnc([C@@H]2CCCN2C(=O)OC(C)(C)C)o1,7%,-9%,-2,2.2,-7%,5%,-4.5,1%
CCC(C)C(NC(=O)C1CCC(C)CC1)C(=O)Nc1cc(OC)ccc1OC (centres undefined),-16%,-3%,·,-1.8,4%,5%,-2.9,-6%
CN(C)c1ccc(-c2nc3ccccc3n2C)cc1,6%,27µM*,·,-2.7,4%,-11%[57.1 µM],0.9,0%
CC(C)(C)c1n[nH]c2c1CCCC2,3%,27µM*,-2,0.7,-11%,-8%,0.0,8%
CCN(CC)S(=O)(=O)c1ccc(OCCNS(C)(=O)=O)cc1,3%,3µM*,?,1.6,-9%,?,-0.7,14%
Cc1cc(C)c2c(N=NN3CCCCC3)[nH]nc2n1,5%,-7%,-1,-4.1,-21%,-2%,-2.1,-3%
COc1cc(C2Nc3ccccc3C(=O)N2c2ccc(Cl)cc2)c(Cl)cc1OCC(=O)O (centres undefined),-3%,-10%,4,-0.6,-19%,0%,-22,10%
COc1cc(NC(=S)N2CCCCC2C)c(OC)cc1Cl (centres undefined),5%,?,1,-0.5,-6%,1%,-2.7,5%
CC1(C)NC(=O)N(CCCCOc2ccc3c(c2)CCC3)C1=O,12%,-4%,·,-0.8,14%,6%,-2.7,-10%
CC[C@@](C)(NS(=O)(=O)OCC(Cl)(Cl)Cl)c1ccccc1,12%,-6%,-1,-0.4,-2%,-2%,0.7,-1%
O=C(NC(=S)NCc1cccnc1)c1ccccc1[N+](=O)[O-],6%,-4%,-6,-0.3,-6%,5%,-1.7,-3%
CN(c1ccc(C(=O)NCCCn2ccnc2)cc1)S(C)(=O)=O,13%,-4%,1,0.7,14%,3%,-0.1,-4%
COc1ccc(/C=C(\C#N)C(=O)NC2CCS(=O)(=O)C2)cc1OC (centres undefined),6%,-9%,1,-2.8,14%,0%,3.9,-8%
CC(=O)N1CC2(CC(c3ccc(Cl)cc3Cl)=NO2)CN1c1cccc(Cl)c1 (centres undefined),15%,5%,13,-4.0,-4%,-6%,1.1,12%
CC(=O)NC(CC(=O)NCCCn1ccc2ccccc21)c1ccccc1 (centres undefined),4%,-12%,3,-0.4,-4%,-4%,0.7,-11%
CC1CCN(C(=O)CN2C(=O)C(=O)N(C(C)C)C2=O)c2ccccc2S1 (centres undefined),3%,-13%,2,0.2,2%,7%,-0.4,1%
O=C(Nc1ccc2c(c1)OCCO2)C1c2ccccc2OCC(=O)N1Cc1ccccn1 (centres undefined),-6%,-8%,6,-0.8,-13%,-9%,2.7,-6%
N/C(=N\OC(=O)c1ccco1)c1ccc(Cl)cc1,7%,-1%,11,-2.2,11%,6%,-3.3,17%
COc1ccc(-c2cc3c(=O)n(CC(=O)N4CCCC4)ncn3n2)cc1,10%,-2%,1,-3.0,-9%,9%,-2.1,8%
O=c1c2cc(F)ccc2sn1-c1ccccc1Cl,8%,2.7µM*,-84*,-3.1,-20%,3%,-15,17%
CN(C)CC[C@@H](c1ccc(Br)cc1)c1ccccn1,5%,3%,15,0.3,3%,1%,-0.7,-17%
CC(C)(C)C1CCC(=O)N(CCC#N)CC1 (centres undefined),0%,3%,-2,0.6,-4%,-2%,-2.2,2%
CCS(=O)(=O)N1Cc2ccccc2CC1C(=O)Nc1nccs1 (centres undefined),-9%,7%,?,0.4,6%,-9%,-2.0,11%
Cc1coc2c1c(C)cc1oc(=O)c(CC(=O)NCC(=O)NCC(=O)O)c(C)c12,8%,-4%,-2,0.8,-7%,-11%[57.1 µM],-0.4,5%
CC(C)C1CCN(C(=O)C2CCC(=O)N(CCc3ccc(Cl)cc3)C2)CC1 (centres undefined),-1%,-4%,11,-4.1,3%,-26%,-0.3,-6%
CC(/C=C1\SC(=S)N(CCC(=O)Nc2ccc(O)cc2)C1=O)=C\c1ccccc1,6%,-1%,-16,-2.3,-28%,-10%,0.0,-26%
CCC(C)NC(=O)CNC(=O)Cn1c(C)cc2ccccc2c1=O (centres undefined),4%,-2%,3,-0.6,-8%,-3%,0.5,0%
O=C(/C=C/c1ccc(S(=O)(=O)N2CCOCC2)cc1)NCc1ccccc1Cl,10%,4%,0,1.5,14%,-24%,-1.9,12%
O=c1[nH]c(-c2ccccc2)c(-c2ccccc2)o1,14%,-16%,2,-1.0,6%,4%[57.1 µM],1.0,-10%
O=C1CC(N2CCN(c3ccc(O)cc3)CC2)C(=O)N1c1ccc2c(c1)OCO2 (centres undefined),11%,-9%,-15,-1.7,-13%,-4%,2.0,6%
COC(=O)c1ccccc1NC(=O)c1cc([N+](=O)[O-])nn1Cc1ccccc1,5%,-4%,3,-0.4,-6%,-8%,1.7,2%
CSc1cccc(NC(=S)N(Cc2ccccc2)Cc2cccnc2)c1,2%,-7%,0,-4.2,-26%,-26%,-3.5,5%
CC1(CCc2ccccc2)NC(=O)N(CC(=O)N2CCCCCC2)C1=O (centres undefined),4%,-1%,-6,0.4,2%,-3%,-4.6,-23%
Cn1cnc(S(=O)(=O)N2CCN(c3ccc(F)cc3)CC2)c1,11%,-9%,0,0.4,-6%,-2%,-1.8,6%
COc1ccc(NC(=O)COC(=O)CO/N=C(\C)c2ccc3c(c2)OCO3)cc1S(N)(=O)=O,2%,-2%,-4,-2.5,5%,-16%,-1.2,6%
CCN1CCN(S(=O)(=O)c2ccc(C)c([N+](=O)[O-])c2)CC1,5%,-2%,5,2.6,-2%,4%[57.1 µM],-3.4,-5%
Clc1nssc1=Nc1ccc(Br)cc1,14%,2.1µM*,-57*,-0.8,-12%,40µM*,-5.9,7%
CC(C)NC(=O)C1CCN(C2CCN(C(=O)Cc3ccc4c(c3)OCO4)CC2)CC1,-3%,-7%,0,0.2,-13%,-5%,4.0,-5%
CCN(C(=O)COc1cc(=O)n(C)c2ccccc12)c1cccc(Cl)c1,8%,-17%,-3,-1.9,-7%,-1%,-55*,3%
O=S(=O)(c1ccccc1)N1CCN(C(=S)NCCCN2CCOCC2)CC1,2%,?,4,8.3,-15%,-10%,-2.0,4%
S=C(Nc1ccccc1Cl)N1CCCCC1,1%,-6%,7,0.7,-9%,4%,1.4,-1%
COC(CNC(=O)c1ccc2nc(-c3cccs3)c(-c3cccs3)nc2c1)OC,-8%,-17%,7,0.4,10%,11%,-1.1,-8%
O=C1CC2(CON=C2c2ccc(F)cc2)C(=O)N1c1ccc(F)cc1 (centres undefined),-11%,-13%,-12,-0.2,-2%,-5%,1.8,0%
COc1ccc(C(=O)COC(=O)CNC(=O)c2cccc(OC(F)F)c2)cc1,6%,-8%,1,0.9,-16%,-3%,-12,12%
# Remaining list, next part.
SMILES,EPAC2 ag,PLK1 PBD block,PI5P4Ka inh,IL-2 act,EPAC1 antagonist,WRN inhibitor,CCT chaperon mod,EPAC1 ag
O=C(CCNC(=O)c1ccc(Cl)cc1)Nc1cc(C(F)(F)F)ccc1N1CCOCC1,0%,4%,0,-2.8,17%,-2%,0.7,-10%
COc1ccccc1NC(=O)CCSCCC(=O)Nc1ccccc1OC,-4%,-20%,-23,-2.2,-5%,-13%,-0.3,-7%
CC(C)(C#N)NC(=O)C(=O)c1c(-c2ccccc2)cc2ccccn12,5%,-3%,9,-0.4,-8%,-11%,0.9,15%
O=c1c2c(nc3c(-c4ccc(Cl)cc4)c[nH]n13)CCCC2,6%,-29%,-21,0.3,6%,-12%,-0.9,-5%
Cc1ccc(O)c(C2=NCCNC(C(F)(F)C(F)F)=C2)c1,0%,-6%,1,1.0,-20%,4%,-0.6,4%
NC(CSC1(c2ccccc2)c2ccccc2-c2ccccc21)C(=O)O (centres undefined),-1%,-13%,-24,-2.9,-28%,-2%[11.6 µM],-1.6,1%
COCCNc1nc(NCc2cnc(C)cn2)c2sccc2n1,0%,-2%,-2,0.7,3%,-3%,-0.7,0%
O=C(Nc1cccc([N+](=O)[O-])c1)c1ccn[nH]1,1%,7%,7,0.1,-10%,-4%,-1.0,4%
CSc1nc(S(=O)(=O)c2ccc(C)cc2)c(Cl)s1,4%,-8%,3,-1.9,-11%,-3%,-1.1,-3%
CC(C)(C)OC(=O)NCCCCCNC(=O)c1[nH]cnc1C(=O)Nc1cccc(Cl)c1,-16%,-6%,3,-0.1,2%,-8%,0.2,11%
OCCNCCOc1ccc(Cl)c(Cl)c1,-4%,-12%,5,0.7,-5%,-28%,0.0,-1%
O=C(O)COc1ccccc1C=NNc1ccc([N+](=O)[O-])cc1S(=O)(=O)Nc1ccc(Cl)cc1,-13%,24µM*,?,-0.7,?,?,-3.1,-5%
COC(=O)CSc1nc(C2CC2)cc(C(F)(F)F)c1C#N,3%,-8%,1,2.1,-15%,-4%,-1.4,0%
CCn1c(CNC(=O)c2ccc(Cl)cc2)nnc1SCC(=O)N1CCOCC1,-5%,5%,-1,-0.7,24%,-1%,0.5,-8%

# Source: PubChem
